ATXN2 expr inh: Primary qHTS for Inhibitors of ATXN expression; HEK-293 ATXN2-luciferase reporter, luminescence, 24 h; Potency, µM (highest dose often 57 µM), for inactives: top-dose activity change, negative = inhibition, most hits filed as inhibitors; 0.72% of 360,000 active; note: potency is the fitted concentration of half-maximal effect; % is set by controls: 0 for no effect and ±100 for the full control effect; nearly all actives have a fitted effect of over 55% in size
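ATXN2-luciferase reporter cells (luciferase flanked by upstream and downstream ATXN2 gene portions) were treated 24 h at 37 °C with compounds at up to 57 uM. SteadyGlo luminescence gave expression; GF-AFC fluorescence gave viability.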
MCF10A rereplic: A quantitative high throughput screen for small molecules that induce DNA re-replication in MCF 10a normal breast cells | 2.9% of 350,000 active | AID 624296, 2012 | Potency, µM (top dose mostly 46.1 µM), inactives show at the highest dose activity, positive = re-replication, actives largely listed as activators | MCF 10A DNA re-replication, Hoechst nuclear intensity, 48 h; note: potency is the fitted concentration of half-maximal effect; % of control where 0% means no effect; nearly all actives have a fitted effect of over 50% in size
KB-3-1 tox: qHTS assay for MDR1-selective chemotherapeutics: Primary screen using the parental adenocarcinoma cell KB-3-1; 1.4% of 400,000 active; KB-3-1 viability, CellTiter-Glo ATP luminescence, 72 h; Potency, µM (top dose mostly 46.1 µM), inactives show at the highest dose activity change, negative = cytotoxic, actives largely listed as cytotoxic; note: potency is the fitted concentration of half-maximal effect; % is set by controls: 0 for no effect and ±100 for the full control effect; nearly all actives have a fitted effect of over 60% in size
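Multi-concentration cytotoxicity screen in KB-3-1 cells grown in DMEM lacking phenol red with 10% FBS. After 72 h at 37 °C with compound, ATP-dependent luminescence was recorded.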
SW480 rereplic: A quantitative high throughput screen for small molecules that induce DNA re-replication in SW480 colon adenocarcinoma cells. SW480 DNA re-replication, Hoechst DNA content imaging, 48 h. Potency, µM (top dose mostly 46.1 µM), inactives show at the top dose re-replication activation, usual class: activators. 1.8% of 340,000 active; note: potency is the fitted concentration of half-maximal effect; % of control where 0% means no effect; nearly all actives have a fitted effect of over 55% in size
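Hoechst fluorescence of nuclei (405 nm excitation, 500-530 nm emission) measured by plate-scanning imager after 48 hr compound exposure at 37 C; re-replication scored as increased number of nuclei with elevated intensity.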
KB-V1 cytotox: qHTS assay for MDR1-selective chemotherapeutics: Primary screen using the drug-selected MDR subline cells KB-V1 | 3.4% of 400,000 active | Potency, µM (top dose mostly 46.1 µM), inactives show top-dose activity change, negative = cytotoxicity, actives largely listed as cytotoxic | AID 1347076, 2019 | KB-V1 MDR cells viability, CellTiter-Glo, 72 h; note: potency is the fitted concentration of half-maximal effect; % is set by controls: 0 for no effect and ±100 for the full control effect; nearly all actives have a fitted effect of over 60% in size
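In this primary screen, KB-V1 cells overexpressing P-gp are incubated with library compounds (lowest to highest concentration) for 72 h at 37 degrees C before a luminescent ATP viability read.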
HT1080NT lethal: qHTS for induction of synthetic lethality in tumor cells producing 2HG: qHTS for the HT-1080-NT fibrosarcoma cell line; HT-1080-NT fibrosarcoma viability, CellTiter-Glo ATP luminescence, 48 h; Potency, µM (highest dose often 46.1 µM), inactives show at the highest dose activity, negative = less viability, usual class: cytotoxic; 1.6% of 360,000 active;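 note: NT is the 2HG producing partner of a matched IDH1 knockdown line; potency is the fitted concentration of half-maximal effect; 0% = DMSO-treated cells and -100% = media-only wells without cells; nearly all actives have a fitted effect of over 55% in size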
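Viability by CellTiter-Glo luminescence after 48 h compound exposure at 37C of HT-1080-NT cells (750/well, RPMI, 5% FBS). % activity scaled between DMSO wells and medium-only wells, then curve-fitted and categorized by curve class.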
S2 tox: Viability Counterscreen for Primary qHTS for Inhibitors of ATXN expression; AID 651635, 2014; S2 cells (HEK-293 line with an ATXN2-luciferase reporter) viability, CellTiter-Fluor protease fluorescence, 24 h; Potency, µM (series often up to 56.7 µM), hits mostly cytotoxic; 0.49% of 400,000 active; note: potency is the fitted concentration of half-maximal effect; nearly all actives have a fitted effect of over 40% in size
HT1080 IDH1KD tx: qHTS for induction of synthetic lethality in tumor cells producing 2HG: qHTS for the HT-1080-IDH1KD cell line; 2% of 360,000 active; Potency, µM (series often up to 46.1 µM), for the others: at the top dose activity, negative = toxicity, actives largely listed as cytotoxic; HT-1080 IDH1 knockdown viability, ATP luminescence, 48 h;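 note: potency is the fitted concentration of half-maximal effect; 0% = DMSO wells and -100% = cell-free medium wells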
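Using the IDH1-knockdown HT-1080 line run in the same batch and compound series as the NT line, viability after 48 h at 37 °C was determined by CellTiter-Glo luminescence and expressed as % activity.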
IL-1B inflam inh: qHTS for Inhibitors of Inflammasome Signaling: IL-1-beta AlphaLISA Primary Screen. THP-1 LPS/ATP IL-1B secretion, AlphaLISA, 16 h; hits give low values. activity change, % at 57.5 µM. 4.7% of 360,000 active. AID 743279, 2014; in the data active = activity change below about -50%; inconclusive = mostly about -30% to -49%; note: % is set by controls: 0 for no effect and ±100 for the full control effect
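Secreted IL-1B measured by AlphaLISA bead assay after 16 h compound exposure of THP-1 cells; compounds (final up to 57.5 uM) added 1 h before LPS (250 ng/mL) and ATP (1.25 mM) stimulation; lower signal means less secretion.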
Numbers without * were called inactive; i = inactive; ? = inconclusive; nt = no result given; [ ] = dose if it differs, or a comment. Unless noted, calls come from the whole dose curve; as a rule, active = well fitted curve in the direction sought with a large enough effect; inconclusive = small, poorly fitted or top-dose-only effect, or another doubt; inactive = no such curve, though single readings can be large; an effect the other way counts as inactive or inconclusive.

1) Cc1ccc2c(=O)cc(C(=O)Nc3sc4c(c3C(=O)NCC3CCCO3)CCCC4)oc2c1 (stereo unspecified)
2) Cc1c(NC(=O)c2cc(=O)[nH]c3ccccc23)c(=O)n(-c2ccccc2)n1C
3) CCOc1ccc(CCNC(=O)COC(=O)c2cc(OC)cc(OC)c2)cc1OCC
4) O=C1CC(c2ccccc2)c2cc(O)ccc2O1 (stereo unspecified)
5) COc1cccc(NC(=O)CCN2CCN(C)CC2)c1
6) CCOc1ccc(NC(=O)c2ccc(CNc3c(N4CCCC4)c(=O)c3=O)cc2)cc1
7) Cc1ccc(C(=O)N/C(=C\c2ccco2)C(=O)NCC2CCCO2)cc1C (stereo unspecified)
8) Cc1ccccc1CSCC1Nc2ccc(C(=O)NCCc3ccccc3)cc2NC1=O (stereo unspecified)

Assay by compound	1	2	3	4	5	6	7	8
ATXN2 expr inh	3%	-7%	-17%	-10%	7%	nt	-1%	nt
MCF10A rereplic	nt	-9%	2%	?	4%	-4%	-4%	nt
KB-3-1 tox	?	0%	14%	-8%	0%	7%	10%	1%
SW480 rereplic	nt	-4%	-5%	-4%	7%	0%	-8%	nt
KB-V1 cytotox	-8%	-11%	-10%	1%	-3%	-7%	10%	20%
HT1080NT lethal	nt	0%	5%	-2%	-7%	0%	2%	4%
S2 tox	i	i	i	i	i	i	i	i
HT1080 IDH1KD tx	nt	-1%	-3%	-14%	1%	0%	-8%	-2%
IL-1B inflam inh	nt	19	30	3	18	?	11	12

9) O=C(CCC(=O)c1cccs1)OCC(=O)N1CCN(S(=O)(=O)c2ccccc2)CC1
10) O=C(NCCCn1ccnc1)C(=O)NCc1ccccc1
11) NCCCC[C@@H](C(=O)NCCCCCCCCCCC(=O)N1CCNCC1)n1cc(CCO)nn1
12) NC(c1ccccc1)c1csc(Nc2cc(Oc3ccccc3)ncn2)n1 (stereo unspecified)
13) Cc1oc(CC(C)C)cc1C(=O)Nc1ccc(C(=O)O)cc1
14) CCOc1ccc(C(=O)c2cn(CC(=O)Nc3cc(OC)ccc3OC)c3cc(OC)c(OC)cc3c2=O)cc1
15) CNC(=S)N/N=C/c1c(Cl)cccc1Cl
16) COc1ccc(OCC(=O)NNC(=O)c2ccc(-c3ccccc3)cc2)cc1

Assay by compound	9	10	11	12	13	14	15	16
ATXN2 expr inh	-2%	-8%	-6%	0%	29%	-18%	nt	0%
MCF10A rereplic	9%	6%	-16%	nt	-3%	nt	8%	2%
KB-3-1 tox	-17%	-3%	19%	-7%	2%	0%	2%	4%
SW480 rereplic	0%	0%	-31%[inhibitor]	nt	-16%	nt	1%	1%
KB-V1 cytotox	?	16%	-8%	?	-23%	?	24%	-9%
HT1080NT lethal	5%	4%	5%	?	-4%	nt	13%	-10%
S2 tox	i	i	i	?	i	?	?	i
HT1080 IDH1KD tx	6%	7%	1%	?	-2%	nt	4%	-3%
IL-1B inflam inh	8	2	2	-77*	43	nt	-1	-6

17) CCN1C(=O)c2ccccc2S(=O)c2ccc(C(=O)N3CCN(c4ccccc4OC)CC3)cc21 (stereo unspecified)
18) Cc1ccc(Cl)c(OCC(=O)OC(C)C(=O)NC2CC2)c1 (stereo unspecified)
19) Cc1cc(C)nc(NC(=O)C(c2ccccc2)c2ccccc2)c1
20) Cc1cc(N2CCCCC2)nc2ccccc12
21) CCOC(=O)c1sc(=S)sc1SCc1cccc(C(F)(F)F)c1
22) O=C(Nc1ccccc1)N1CCCN(c2ccc(C(F)(F)F)cc2[N+](=O)[O-])CC1
23) CC1(C)CN=C(NC2CCCCC2)S1
24) NC(=O)c1ccc(Oc2ccc(-c3nnco3)cc2)c([N+](=O)[O-])c1

Assay by compound	17	18	19	20	21	22	23	24
ATXN2 expr inh	-5%	7%	12%	14%	-24%	-23%	-5%	-1%
MCF10A rereplic	nt	1%	15%	1%	16%	-5%	6%	4%
KB-3-1 tox	3%	4%	-13%	-4%	-6%	-13%	-2%	-9%
SW480 rereplic	nt	-3%	?	-12%	-2%	-44%[inhibitor]	-3%	-10%
KB-V1 cytotox	-11%	1%	?	1%	-7%	?	-14%	1%
HT1080NT lethal	nt	2%	6%	16%	0%	-17%	5%	0%
S2 tox	i	i	i	i	i	i	i	i
HT1080 IDH1KD tx	nt	7%	-1%	5%	0%	-17%	2%	-5%
IL-1B inflam inh	nt	13	-5	-3	2	nt	27	-5

25) CCCCNC(=O)C1(O)c2cc(Br)ccc2NC(=O)N1c1cccc(OC)c1 (stereo unspecified)
26) Cc1ncc([N+](=O)[O-])n1S(=O)(=O)c1ccc2c(c1)OCCO2
27) O=C(NC1CCCCC1)N1CCN(C2CCCCC2)CC1
28) COc1cccc(CNC(=O)c2ccc(OCC(=O)N3CCOCC3)c(OC)c2)c1
29) CCOc1ncccc1C(=O)N(C)CC(=O)Nc1ccc(C)cc1
30) Cc1cc(C)c2oc(C(=O)Nc3sc4c(c3C(=O)NCc3ccco3)CCCC4)cc(=O)c2c1
31) COc1cccc(CNc2nc3ccccc3n2CCN2CCCCC2)c1
32) Cc1cc(C(F)F)n2nc(C(=O)Nc3cccc(Cl)c3C)nc2n1

Assay by compound	25	26	27	28	29	30	31	32
ATXN2 expr inh	-16%	0%	-11%	-10%	-10%	15%	0%	-6%
MCF10A rereplic	-2%	3%	-3%	-2%	6%	nt	6%	nt
KB-3-1 tox	5%	7%	23%	11%	14%	-3%	?	-4%
SW480 rereplic	2%	-5%	24%	-132%[inhibitor]	-1%	nt	-2%	nt
KB-V1 cytotox	18%	?	-6%	12%	20%	?	?	8%
HT1080NT lethal	10%	18%	-27%	17%	10%	nt	?	nt
S2 tox	i	i	i	i	i	i	i	i
HT1080 IDH1KD tx	10%	15%	-29%	11%	19%	nt	?	nt
IL-1B inflam inh	16	11	-4	26	7	nt	-10	nt

Part of the list above, limited to MCF10A rereplic:
nr | compound | MCF10A rereplic
25 | CCCCNC(=O)C1(O)c2cc(Br)ccc2NC(=O)N1c1cccc(OC)c1 (stereo unspecified) | -2%
26 | Cc1ncc([N+](=O)[O-])n1S(=O)(=O)c1ccc2c(c1)OCCO2 | 3%
27 | O=C(NC1CCCCC1)N1CCN(C2CCCCC2)CC1 | -3%

Continued:
33) CCOC(=O)CCSc1n[nH]c(=S)s1
34) CS(=O)(=O)N1CCc2cc(S(=O)(=O)Nc3ccc4c(c3)OCCO4)ccc21
35) C=CCOC(=O)Nc1c(C(=O)OC)[nH]c2ccc(Cl)cc12
36) COc1ccc2oc(C(F)(F)C(F)F)cc(=O)c2c1
37) CCCc1cc(=O)oc2cc(C)cc(OCC(=O)Nc3cccnc3)c12
38) CCC(=O)Nc1ccc(S(=O)(=O)N2CCc3ccccc32)cc1
39) O=S(=O)(CCNCc1ccccc1)NC1CCCCC1
40) Cc1cccc(/C=C(\c2nc3ccccc3[nH]2)S(=O)(=O)c2ccccc2)c1

Assay by compound	33	34	35	36	37	38	39	40
ATXN2 expr inh	-5%	-15%	0%	1%	-16%	27%	3%	?
MCF10A rereplic	0%	4%	20%	1%	12%	?	-7%	5.8µM*
KB-3-1 tox	12%	?	-3%	9%	0%	10%	21%	4.1µM*
SW480 rereplic	0%	-5%	12%	-1%	23µM*	-11%	1%	?
KB-V1 cytotox	12%	21µM*	-24%	1%	-15%	0%	?	18µM*
HT1080NT lethal	15%	?	-5%	11%	-2%	0%	5%	9.2µM*
S2 tox	i	i	i	i	i	?	i	?
HT1080 IDH1KD tx	16%	-22%	-3%	0%	-15%	2%	-1%	9.2µM*
IL-1B inflam inh	-3	-22	12	8	?	33	8	-110*

41) Cc1nc(C)c(-c2csc(Nc3ccc(O)cc3C)n2)s1
42) Cc1ccc(C(=O)NCC(=O)NCCCc2ccccc2)cc1
43) Cn1c(OCc2cccnc2)nc2c1c(=O)n(Cc1ccc(Cl)cc1)c(=O)n2C
44) COc1cccc(CN2CCNC(=O)C2CC(=O)NCCn2ccc3ccccc32)c1OC (stereo unspecified)
45) O=C(NC1CCCCC1)C(c1ccccc1)n1c(=O)c(-c2ccco2)nc2ccccc21 (stereo unspecified)
46) Cc1ccnc(NS(=O)(=O)c2ccc(NC(=O)COc3ccccc3)cc2)n1
47) O=C(NCC1CCCO1)C(c1ccc(F)cc1)N(Cc1ccc(F)cc1)C(=O)Cn1nnc(-c2cccs2)n1 (stereo unspecified)

Assay by compound	41	42	43	44	45	46	47
ATXN2 expr inh	3%	2%	nt	nt	nt	-19%	-27%
MCF10A rereplic	?	0%	11%	-7%	nt	-2%	11%
KB-3-1 tox	-9%	3%	-20%	-8%	-2%	-2%	-6%
SW480 rereplic	?	-25%	-20%	-126%[inhibitor]	nt	-1%	12%
KB-V1 cytotox	0%	3%	?	-7%	-19%	1%	-21%
HT1080NT lethal	3%	16%	2%	1%	-2%	4%	-19%
S2 tox	i	i	nt	i	nt	i	i
HT1080 IDH1KD tx	7%	11%	-7%	0%	1%	10%	?
IL-1B inflam inh	-6	?	18	-4	0	0	0

High-throughput results: PubChem BioAssay, National Center for Advancing Translational Sciences (NCATS)
